inhibitors of VEEV = inhibitors of VEEV TC-83 cytopathic effect, confirmation, Vero cells (AID 588727); Vero cells, VEEV TC-83 cytopathic effect inhibition; higher % means a stronger effect; inhibition, % at 20 µM; hits with a dose series show IC50 in µM; hit rate 0.13% among 350,000; in the data active = a potency from the dose series; inconclusive = inhibition mostly from about 14% at the one dose, without a potency; inactive = the rest, 99 in 100 with inhibition below about 12%; also: strong numbers were not always called active
PhoP GFP inhibition = PhoP regulon inhibitors, Salmonella typhi PhoP promoter GFP reporter, confirmatory (AID 1850); Salmonella Typhi PhoP-promoter GFP reporter, fluorescence, 4 h; higher % means a stronger effect; inhibition, % at 50 µM, or IC50 in µM where a hit was titrated; hit rate 0.33% among 310,000; in the data active = a potency from the dose series; inconclusive = inhibition mostly from about 25% at the one dose, without a potency; inactive = the rest, 99 in 100 with inhibition below about 19%;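 also: 0% = induced wells with vehicle and 100% = uninduced wells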
influenza NS1A = NS1A inhibition, H1N1 influenza, cell based functional assay (AID 504329); NS1A functional cell-based assay, percent inhibition; higher % means a stronger effect; inhibition, % at 12.5 µM; hits with a dose series show IC50 in µM; hit rate 0.3% among 340,000; in the data active = a potency from the dose series; inconclusive = inhibition above about 27% without an active follow-up result; also: strong numbers were not always called active
M. tuberculosis HTS = M. tuberculosis growth inhibition, HTS (AID 449762); M. tuberculosis H37Rv growth inhibition, 7H9 media; higher % means a stronger effect; one-dose inhibition, % at 25 µM; IC50 in µM for titrated hits; hit rate 0.59% among 330,000; in the data active = a potency from the dose series; inconclusive = inhibition above about 70% without an active follow-up result;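 also: bacterial growth assessed after seven days of incubation; strong numbers were not always called active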
M. tuberculosis = growth inhibition of non-replicating M. tuberculosis (AID 488890); inhibition, % at 25 µM, or IC50 in µM where a hit was titrated; hit rate 0.39% among 320,000; Mycobacterium tuberculosis non-replicating, growth inhibition; higher % means a stronger effect; in the data active = a potency from the dose series; inconclusive = inhibition mostly from about 82% at the one dose, without a potency; inactive = the rest, 99 in 100 with inhibition below about 76%;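 also: plate controls were DMSO cells for no effect and high antibiotic wells for full effect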
inhibitors of VEEV 10K pilot screen = further read-out of inhibitors of VEEV, marked with its call; inhibition, %; measured here: 10K pilot screen inhibition
* hit, by the source's call; i = inactive; ? = inconclusive; nt = no result given.

SMILES	inhibitors of VEEV	PhoP GFP inhibition	influenza NS1A	M. tuberculosis HTS	M. tuberculosis	others
COC(=O)c1cn(NC(=O)C2COc3ccccc3O2)c(=O)c2ccccc12 (centres undefined)	7.4%	-5.5%	-11.3%	-3.2%	-2.1%
CN(Cc1ccon1)Cc1cn(C)nc1-c1ccc(Oc2ccccc2)cc1	1.1%	-1.7%	11.0%	4.5%	16.8%
O=C(c1ccco1)N1CCC(c2nc(-c3ccc(F)cc3)no2)CC1	0.5%	2.0%	-4.1%	-0.2%	4.9%
COc1ccc2nc(NC(=O)CN3C(=O)NC4(CCCCC4)C3=O)sc2c1	7.8%	3.8%	-2.2%	-3.4%	11.1%
COc1cc(N)c(Cl)cc1C(=O)OC(C)C(=O)Nc1cccc(S(=O)(=O)N2CCOCC2)c1 (centres undefined)	8.7%	-7.2%	7.6%	11.8%	11.6%
C/C(=N/NC(=O)CCC(=O)Nc1cccc(Cl)c1)c1ccc(C)cc1	0.8%	3.5%	-6.9%	-5.0%	13.5%
CNC(=O)c1cc2cc(OC)ccc2oc1=N	0.2%	-5.3%	2.4%	-5.8%	22.0%	inhibitors of VEEV 10K pilot screen=0.5
Cc1nc(Sc2ccccc2)c(C#N)c(C)c1[N+](=O)[O-]	4.2%	-3.1%	-12.5%	3.1%	16.8%
CNC(=O)c1cc2cccc(OC)c2oc1=O	2.1%	-3.8%	15.0%	-3.5%	-20.2%
CCOc1ccc(N(CC(=O)NCc2ccccc2)S(=O)(=O)c2c(C)noc2C)cc1	i	-5.1%	5.8%	-4.5%	nt
CN(C(=O)c1cccc(NC(=O)C2CCN(C(=O)OC(C)(C)C)CC2)c1)C1CCCCC1	i	nt	7.0%	2.3%	26.8%	inhibitors of VEEV 10K pilot screen=0.3
CC(=O)Oc1ccc(N2C(=O)C3C(C2=O)C(C(=O)c2ccc(Cl)cc2)N2CCCC32)cc1 (centres undefined)	13.7%	-4.1%	8.7%	4.8%	8.8%
Cc1ccc(C(C)NC(=O)c2c(C)noc2C)cc1C (centres undefined)	2.5%	7.5%	-1.6%	-8.0%	20.8%
CCn1c(Cc2ccccc2)nnc1SCC(=O)c1cccc([N+](=O)[O-])c1	3.0%	-5.0%	-0.2%	-9.0%	13.3%
Cc1nn(Cc2ccc(Cl)cc2Cl)c(C)c1NC(=O)NC12CC3CC(CC(C3)C1)C2	i	2.5%	8.9%	3.0%	50.9%
CCOC(=O)Cc1cn(C(=O)OC(C)(C)C)c2ccccc12	i	nt	-1.7%	-4.4%	-8.8%
COC(=O)C(C)(C(=O)OC)c1ccccc1[N+](=O)[O-]	0.9%	-18.0%	1.5%	-0.8%	-25.3%
CC(C)(C)OC(=O)C[C@H]1C/C=C\C[C@@H](CC(=O)N[C@H](CO)Cc2ccccc2)C(=O)NCCOC1=O	0.2%	nt	-4.5%	3.5%	23.8%
COc1ccc(-n2cc(C(=O)O)c(=O)cc2C)cc1	i	-8.1%	-2.8%	4.7%	0.0%
C/C(=N/O)c1ccccn1	1.1%	-16.8%	1.4%	-9.7%	-21.7%
COc1ccc2c(c1)CCCC21NC(=O)NC1=O (centres undefined)	1.2%	2.8%	-7.0%	-0.4%	-3.3%
CCC(C)NC(=O)CNC(=O)c1nn(-c2ccc(OC)c(Cl)c2)c(=O)c2ccccc12 (centres undefined)	6.8%	-13.1%	-19.3%	-7.8%	19.0%
Nn1c(C2CCC2)nc2cc(Cl)ccc2c1=O	0.0%	-5.8%	-10.5%	2.9%	14.7%
Cc1c(-c2ccccc2)nc(-c2ccccc2)[nH]c1=O	0.5%	-2.8%	-33.2%	-9.4%	-11.1%
CC(C)(C)C(=O)COC(=O)c1ccc2c(c1)C(=O)N(Cc1ccco1)C2=O	i	4.8%	8.9%	68.0%	?
CN(C)CCCNC(=O)C[C@H]1C[C@H](C(=O)N2CCCCC2)[C@@]2(C)c3[nH]c4ccc(Cl)cc4c3CCN2C1=O	i	nt	-22.4%	nt	nt
COC(=O)C1=C(CS(=O)(=O)c2ccc(Cl)cc2)NC(=O)NC1c1ccc(O)cc1 (centres undefined)	i	3.0%	9.1%	3.7%	3.7%
COc1cccc(CN2CCN(S(=O)(=O)c3ccccc3)CC2)c1OC	0.2%	1.2%	nt	-3.6%	-17.0%
O=C(c1cc2cc(Cl)ccc2oc1=O)N1CCCC1	0.7%	0.8%	-19.6%	-0.8%	27.4%
CCn1nc(C)c([N+](=O)[O-])c1C(=O)NNC(=O)c1ccc(Cl)cc1	i	-1.0%	8.5%	-1.0%	8.4%
NC(=O)c1c(NC(=O)CSc2nnc(Cc3ccccc3)n2Cc2ccco2)sc2c1CCC2	2.3%	0.8%	0.7%	55.7%	68.1%
CCn1c(SCC(=O)Nc2ccc3c(c2)n(C)c(=O)n3C)nnc1-c1ccncc1	3.1%	0.1%	-4.6%	-11.8%	-3.0%
COC(=O)/C(=C\c1c[nH]c2ccccc12)NC(C)=O	i	-4.8%	14.4%	-3.4%	-6.0%
CC(=O)NC(CCS(C)(=O)=O)C(=O)Nc1c(F)cccc1F (centres undefined)	0.5%	0.5%	2.1%	4.6%	-4.0%
COc1ccc(CCNC(=O)CSc2nc(O)c(C(C)C)c(=O)[nH]2)cc1OC	1.2%	10.1%	-4.8%	3.7%	-2.0%
CCN(C(=O)COC(=O)c1ccc(OC)c(S(=O)(=O)N2CCCc3ccccc32)c1)C1CCS(=O)(=O)C1 (centres undefined)	i	1.6%	-7.8%	-5.4%	14.8%
Cc1ccoc1C(=O)N1CCCCC1C(=O)O (centres undefined)	0.3%	5.3%	-4.3%	-7.3%	-16.7%
COc1ccc(/C(O)=C2\C(=O)C(=O)N(CCN(C)C)C2c2cc(OC)c(OC)c(OC)c2)c(C)c1 (centres undefined)	7.2%	-7.0%	-7.8%	0.1%	0.8%
Fc1cccc(-n2c(-c3ccco3)nc3nc4ccccc4nc32)c1	0.5%	1.2%	-4.6%	-3.4%	-7.3%
CCc1nc2nc(C)c(NS(=O)(=O)c3ccc(C)c(C)c3)c(=O)n2[nH]1	0.9%	-2.7%	-18.8%	-4.1%	-11.0%
O=C1OCCN1C(=O)[C@H]1[C@H](c2ccc(Cl)cc2)C(c2ccc(F)cc2)=NN1c1ccc(Br)cc1	2.7%	nt	-16.1%	nt	nt
O=C(Nc1ccccc1)N1CCN(Cc2ccc3c(c2)OCO3)CC1	0.2%	-1.8%	-1.9%	-3.2%	29.5%
COc1cc2c(cc1OC)C(COc1ccc(F)cc1)N(C(=O)c1ccco1)CC2 (centres undefined)	i	0.1%	7.5%	nt	nt
O=C(COC(=O)c1ccc(N2CCCC2=O)cc1)c1ccccc1	0.6%	5.5%	9.2%	-0.6%	8.5%
Cc1cccc(Cn2nnc3ccccc32)c1O	0.3%	4.5%	-9.1%	-5.0%	7.7%
CCOC(=O)CSc1nnc(CNC(=O)c2ccc(OC)cc2)n1C1CCCCC1	1.4%	5.6%	-3.0%	-11.8%	8.0%
CN=C1SC(CC(=O)Nc2ccccc2F)C(=O)N1C (centres undefined)	1.1%	nt	-5.9%	-2.4%	nt
COCCCNC(=O)/C=C/c1ccc(Cl)cc1Cl	2.3%	-3.7%	7.9%	-1.6%	75.3%
CC(C)OC(=O)Nc1ccc(-c2ccc(NC(=O)OC(C)C)cc2Cl)c(Cl)c1	1.7%	2.0%	-4.0%	1.4%	-0.3%
CN1CC(=O)N(CC(=O)N2CCC(Cc3ccccc3)CC2)C1=O	1.1%	4.0%	6.6%	0.0%	54.4%
Cc1cccc(-c2nc(C)cc(=O)[nH]2)c1	0.2%	-2.5%	-13.6%	-3.4%	-7.5%
COc1ccc(CCNC(=O)c2cc(=O)c3cc(C)ccc3o2)cc1OC	i	-3.2%	-2.5%	5.7%	7.0%
CC(C)(C)C1COc2ccccc2N1C(=O)c1ccccc1Cl (centres undefined)	1.1%	-8.0%	-4.9%	4.5%	17.6%
O=C(CSc1nncn1-c1ccccc1)Nc1cccc(S(=O)(=O)N2CCCCC2)c1	nt	-15.3%	nt	4.3%	-5.1%
COc1ccccc1-c1cc(C(=O)N/N=C/C=C/c2ccccc2[N+](=O)[O-])c2ccccc2n1	8.2%	5.7%	8.3%	?	-19.1%
COc1ccc(Nc2ccc(Cl)nn2)cc1	i	11.3%	-25.0%	-1.1%	-0.3%
COc1cccc(NC(=O)CN2C(=O)CSc3ccc(S(=O)(=O)N4CCCCC4)cc32)c1	4.0%	4.2%	8.2%	-3.8%	23.3%
O=S(=O)(c1ccc(SCc2ccc(Br)cc2)nc1)N1CCCCC1	2.4%	nt	4.0%	nt	nt
CC1CN(S(=O)(=O)c2cccc(C(=O)N(Cc3nnc(-c4ccccc4Cl)o3)C3CC3)c2)CC(C)O1 (centres undefined)	7.9%	4.5%	0.0%	-4.8%	24.3%
CCN(CC)C(=O)c1sc(NC(=O)c2ccc3c(c2)OCO3)c(C(N)=O)c1C	6.7%	-2.2%	2.4%	-7.2%	20.4%

Quoted at random: 6 compounds from above.
SMILES	inhibitors of VEEV	PhoP GFP inhibition	influenza NS1A	M. tuberculosis HTS	M. tuberculosis	others
Cc1cccc(-c2nc(C)cc(=O)[nH]2)c1	0.2%	-2.5%	-13.6%	-3.4%	-7.5%
CN=C1SC(CC(=O)Nc2ccccc2F)C(=O)N1C (centres undefined)	1.1%	nt	-5.9%	-2.4%	nt
O=C(CSc1nncn1-c1ccccc1)Nc1cccc(S(=O)(=O)N2CCCCC2)c1	nt	-15.3%	nt	4.3%	-5.1%
CC(C)(C)C1COc2ccccc2N1C(=O)c1ccccc1Cl (centres undefined)	1.1%	-8.0%	-4.9%	4.5%	17.6%
CN1CC(=O)N(CC(=O)N2CCC(Cc3ccccc3)CC2)C1=O	1.1%	4.0%	6.6%	0.0%	54.4%
COc1ccc(CCNC(=O)c2cc(=O)c3cc(C)ccc3o2)cc1OC	i	-3.2%	-2.5%	5.7%	7.0%

Back to the main list; the four compounds before the break are reprinted first.
SMILES	inhibitors of VEEV	PhoP GFP inhibition	influenza NS1A	M. tuberculosis HTS	M. tuberculosis	others
COc1cccc(NC(=O)CN2C(=O)CSc3ccc(S(=O)(=O)N4CCCCC4)cc32)c1	4.0%	4.2%	8.2%	-3.8%	23.3%
O=S(=O)(c1ccc(SCc2ccc(Br)cc2)nc1)N1CCCCC1	2.4%	nt	4.0%	nt	nt
CC1CN(S(=O)(=O)c2cccc(C(=O)N(Cc3nnc(-c4ccccc4Cl)o3)C3CC3)c2)CC(C)O1 (centres undefined)	7.9%	4.5%	0.0%	-4.8%	24.3%
CCN(CC)C(=O)c1sc(NC(=O)c2ccc3c(c2)OCO3)c(C(N)=O)c1C	6.7%	-2.2%	2.4%	-7.2%	20.4%
CCN1CCN(CCNC(=O)CS(=O)(=O)Cc2nc(-c3ccc(C)cc3)oc2C)CC1	1.9%	5.5%	-14.3%	0.9%	6.1%
CN1C(=O)N(CC(=O)Nc2ccc(C(F)(F)F)cc2)C(=O)C12CCCCC2	3.0%	nt	-6.9%	nt	nt
Fc1ccc(NC(=S)N2CCN(c3ncccn3)CC2)cc1	2.3%	-1.9%	4.3%	-7.6%	32.2%
COc1cc([N+](=O)[O-])ccc1NC(=O)CCS(=O)(=O)c1ccc2c(c1)n(C)c(=O)c(=O)n2C	0.7%	-1.2%	-6.5%	0.9%	-6.1%
